DAX1 inh-1 – DAX1 (NR0B1) inhibitors on StAR promoter, primary screen, cell-based, luminescence, SF-1 (NR5A1), full-length DAX-1; AID 652010, 2013; hit rate 1.1% among 370,000; HEK293T StAR-luciferase reporter, SF-1/DAX-1 repression relief; inhibition, % at 6.8 µM;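 active means inhibition above the mean over all tested compounds plus 3 SD, cut at about 3.6% in these data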;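 further: 0% = DAX-1 cells with DMSO and 100% = cells lacking DAX-1 with DMSO; higher inhibition means more luminescence from relief of DAX-1 repression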
PLC-beta3 inh – human PLC-beta3 inhibitors, primary screen, biochemical, fluorescence; hit rate 0.18% among 370,000; 1-phosphatidylinositol 4,5-bisphosphate phosphodiesterase beta-3 (Homo sapiens), Q01970; inhibition, % at 12.2 µM; AID 720704, 2013; Purified PLC-beta3, fluorogenic substrate; in the data active means inhibition above about 11%;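 further: 0% = median of compound wells on plate and 100% = full blocker control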
Target sequence (Q01970 whole entry, looked up): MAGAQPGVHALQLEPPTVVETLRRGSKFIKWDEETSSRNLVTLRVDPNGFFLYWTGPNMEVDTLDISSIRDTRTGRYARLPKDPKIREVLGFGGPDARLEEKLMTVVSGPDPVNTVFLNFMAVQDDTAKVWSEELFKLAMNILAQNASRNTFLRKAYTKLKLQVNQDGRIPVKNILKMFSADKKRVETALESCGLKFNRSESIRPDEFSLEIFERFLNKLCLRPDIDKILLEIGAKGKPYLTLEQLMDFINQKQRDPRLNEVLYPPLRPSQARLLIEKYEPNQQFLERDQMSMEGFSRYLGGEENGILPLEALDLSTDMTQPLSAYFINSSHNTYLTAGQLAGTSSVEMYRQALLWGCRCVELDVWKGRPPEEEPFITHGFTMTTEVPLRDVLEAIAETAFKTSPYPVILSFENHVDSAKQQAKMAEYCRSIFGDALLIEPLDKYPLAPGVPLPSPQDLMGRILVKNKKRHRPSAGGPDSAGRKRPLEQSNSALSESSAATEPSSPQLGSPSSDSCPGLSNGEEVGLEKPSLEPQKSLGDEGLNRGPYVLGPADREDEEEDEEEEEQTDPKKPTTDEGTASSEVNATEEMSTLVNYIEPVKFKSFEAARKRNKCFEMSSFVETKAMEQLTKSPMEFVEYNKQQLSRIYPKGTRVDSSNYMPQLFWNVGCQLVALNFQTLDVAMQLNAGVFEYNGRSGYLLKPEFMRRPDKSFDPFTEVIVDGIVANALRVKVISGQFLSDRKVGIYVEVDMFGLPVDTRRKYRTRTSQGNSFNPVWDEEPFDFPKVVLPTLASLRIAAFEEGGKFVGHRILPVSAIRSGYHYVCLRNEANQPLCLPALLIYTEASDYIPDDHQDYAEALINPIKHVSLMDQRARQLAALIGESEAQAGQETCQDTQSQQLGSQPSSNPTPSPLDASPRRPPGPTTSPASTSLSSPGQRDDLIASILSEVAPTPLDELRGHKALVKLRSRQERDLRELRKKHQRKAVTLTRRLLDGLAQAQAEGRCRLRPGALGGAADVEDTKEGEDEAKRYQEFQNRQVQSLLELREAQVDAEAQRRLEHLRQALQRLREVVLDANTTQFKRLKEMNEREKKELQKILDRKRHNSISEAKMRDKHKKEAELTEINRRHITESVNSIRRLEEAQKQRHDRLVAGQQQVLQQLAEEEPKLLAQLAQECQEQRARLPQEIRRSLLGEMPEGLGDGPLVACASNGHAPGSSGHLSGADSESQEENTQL
DAX1 inh-2 – DAX1 (NR0B1) inhibitors, primary screen, cell-based, HEK293, Gal4-DAX1, luciferase luminescence; AID 504766, 2011; HEK293 Gal4-DAX1 luciferase reporter; hit rate 0.99% among 340,000; inhibition, % at 6.75 µM;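 active means inhibition above the mean over all tested compounds plus 3 SD, cut at about 4.2% in these data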;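 further: 0% = DAX1-transfected cells with DMSO and 100% = empty-vector control cells with DMSO; inhibition shows as a rise in luminescence from relieved DAX1 repression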
FXN GAA850 act – FXN promoter activators, primary screen, cell-based, luciferase luminescence, HEK293 lucGAA850; HEK293 lucGAA850 FXN promoter luciferase reporter, 24 h; percent of 10 µM SAHA response; activation, % at 6 µM; hit rate 0.56% among 360,000;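 active means activation above the average of all compounds screened plus 3 SD, cutoff fixed separately per campaign, cut at about 7.5% in these data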;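 further: 0% = DMSO wells and 100% = 10 µM SAHA wells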
ssDAF12 agonist – S. stercoralis DAF-12 nuclear receptor activators, primary screen, cell-based, luminescence, HEK293, GRIP1 co-expression, lit1-tk-luc; Nuclear hormone receptor DAF-12 (Strongyloides stercoralis); HEK293 ssDAF-12/GRIP1 lit1-tk-luc reporter; % of 3 µM dafachronic acid response; activation, % at 6.8 µM; hit rate 1% among 370,000;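 active means activation above the mean over all tested compounds plus 3 SD, cut at about 0.9% in these data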;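 further: 0% = DMSO-only wells and 100% = 3 µM delta7-dafachronic acid wells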
PG9 Ab binder – binders of HIV-1 gp120 antibody PG9, primary screen, biochemical, TR-FRET | HIV-1 gp120 / PG9 antibody interaction | TR-FRET gp120-PG9 antibody binding | inhibition, % at 6.7 µM | hit rate 0.43% among 360,000 | AID 624416, 2012; in the data active means inhibition above about 8.5%
SMARCA2 act – SMARCA2 (BRM) function activators, primary screen, cell-based, luminescence, high throughput | activation, % at 9.1 µM | MG213 cells, MMTV-luciferase reporter, dexamethasone, overnight | AID 652017, 2013 | hit rate 1% among 370,000; in the data active means activation above about 7.8%;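 further: 0% = vehicle wells and 100% = reference activator wells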
hcDAF12 agonist – H. contortus DAF-12 nuclear receptor activators, primary screen, cell-based, luminescence, HEK293, lit1-tk-luc reporter | activation, % at 6.8 µM | HEK293 hcDAF-12 lit1-tk-luc reporter; 0% DMSO, 100% Δ7-dafachronic acid | hit rate 1.4% among 370,000;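 active means activation above the mean of all tested compounds plus 3 SD, cut at about 5.5% in these data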;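 further: 100% = response to 3 µM Δ7-dafachronic acid high control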
sPLA2-III inh – human group III sPLA2 inhibitors, primary screen, biochemical, QFRET, BODIPY PC-A2 liposome substrate; Group 3 secretory phospholipase A2 (Homo sapiens), Q9NZ20; QFRET BODIPY PC-A2 liposome hydrolysis, fluorescence; inhibition, % at 12.2 µM; hit rate 0.56% among 370,000;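 active means inhibition above mean plus 3 SD of compounds lying within the high and low control bounds, cut at about 19% in these data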;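 further: 0% = median of test compound wells and 100% = no enzyme DMSO wells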
hgDAF-12 ag – H. glycines DAF-12 receptor agonists, primary screen, cell-based, luminescence, HEK293, GAL4 fusion, UAS-luciferase | activation, % at 6.8 µM | AID 687014, 2013 | Nuclear hormone receptor DAF-12 (Heterodera glycines), GAL4 fusion | hit rate 1.8% among 370,000 | HEK293 GAL4-hgDAF12 UAS-luciferase reporter, agonist luminescence; normalized to butyrate control;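 active means activation above a cutoff set at the mean of all screened compounds plus 3 SD, cut at about 10% in these data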;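 further: 0% = DMSO wells and 100% = sodium butyrate wells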
NR1D1 modulator – modulators of Rev-erb alpha DNA binding, primary screen, biochemical, FITC-DNA, fluorescence polarization, uHTS; Nuclear receptor subfamily 1 group D member 1 (Homo sapiens), P20393; Rev-erbα–FITC-DNA binding, 90 min; activity, % at 10 µM; hit rate 0.79% among 370,000;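 active means activity above about 14%, limit read from the data; passing the limit was not always enough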;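 further: 0% = DMSO wells with 35 nM protein and 100% = DMSO wells with 750 nM protein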
* = called active by the depositor; x = not tested or not shown; & = joins results of further samples.

entry	SMILES	DAX1 inh-1	PLC-beta3 inh	DAX1 inh-2	FXN GAA850 act	ssDAF12 agonist	PG9 Ab binder
1	CC(C)NC(=O)/C(C#N)=C/c1ccc(N(C)C)o1	0.2	-6	5.0*	1.6	-1.6	-30
2	CCCCCn1c(=O)c(C(=O)OCC)c(O)c2ccccc21	-0.8	-14	-0.1	-0.6	-1.3	3.6
3	CCCCN(CCCNC(=O)C1CCCN(S(=O)(=O)CC)C1)Cc1ccccc1 (stereo unspecified)	0.1	1	1.8	-0.6	-1.2	0.8
4	COc1cc(/C=N/NC(=O)c2cccc3ccccc23)ccc1OCC(N)=O	0.1	-28	1.4	4.4	-0.8	-1.2
5	O=C1CC=Nc2ccc([N+](=O)[O-])cc21	-0.3	-3	-0.7	0.6	-0.7	0.2
6	CC(C)[C@H](NC(=O)N1c2ccccc2NC(=O)[C@@H]1C(C)C)C(=O)N1CCC[C@H]1C(=O)O	0.4	3	0.2	0.5	-0.7	0.1
7	O=C(CNC(=O)c1ccccc1O)N/N=C/c1cc(Br)ccc1OC(=O)/C=C/c1ccco1	0.0	-17	x	x	-0.8	-3.2
8	COc1ccc(Cl)cc1N1CCN(CCNC(=O)Nc2ccccc2C)CC1	-1.0	3	-0.6	0.2	-1.9	-1.1
9	O=C(CN(c1ccc([N+](=O)[O-])cc1)S(=O)(=O)c1ccccc1)N1CCCCC1	-0.2	2	-1.6	1.7	-0.3	-2.6
10	Cc1ccccc1C(=O)NCC(=O)NNC(=O)CCN1CCN(c2ccccc2)CC1	-1.0	-3	1.1	0.1	0.5	2.4
11	CCOCCCn1cnc2c(c1=O)c1nc3ccccc3nc1n2-c1ccccc1	-0.5	-59	0.5	0.5	-0.9	1.7
12	Cc1ccc(S(=O)(=O)CC(=O)Nc2nc(C(C)(C)C)cs2)cc1	-0.4	-10	-0.8	-0.9	-2.1	-0.8
13	CC1(C)CN(c2cccc(Br)c2)C1=O	0.5	3	0.7	2.0	-0.8	-2.5
14	Nc1nnc(SCc2coc(-c3ccc(Cl)cc3)n2)s1	2.2	-4	-0.3	7.1	-1.2	-0.3
15	COc1ccccc1N1CCN(/N=C/c2cc(OC)c(O)c(OC)c2)CC1	0.0	2	2.4	1.6	-0.9	-1.2

entry	SMARCA2 act	hcDAF12 agonist	sPLA2-III inh	hgDAF-12 ag	NR1D1 modulator
1	0	-1.4	-12	3.0	25*
2	0	-1.1	3	-0.3	-2
3	1	0.6	5	0.8	0
4	-1	-2.5	2	-1.8	-10
5	-3	-0.2	8	1.7	-2
6	3	2.6	-2	2.4	12
7	-2	-0.4	-12	1.8	-19
8	0	-2.0	-11	-3.4	1
9	0	-0.1	0	-0.7	-2
10	-3	1.4	-1	0.9	-1
11	-3	-0.4	4	2.0	-2
12	-3	-3.7	-28	-2.7	0
13	0	-1.4	3	6.8	-5
14	3	-1.0	-2	1.8	1
15	-2	-2.0	-2	2.6	1

Next part.
entry	SMILES	DAX1 inh-1	PLC-beta3 inh	DAX1 inh-2	FXN GAA850 act	ssDAF12 agonist	PG9 Ab binder
16	O=C(Nc1ccc(F)c(Cl)c1)c1cc(C2CCCN(C(=O)CCc3ccccc3)C2)on1 (stereo unspecified)	1.6	-3	x	1.5	-1.3	-1.2
17	COc1ccc(C(C(=O)NCC2CCCO2)N(C(=O)c2snc(C(N)=O)c2N)c2ccccc2)cc1OC (stereo unspecified)	0.1	-71	-0.9	-0.5	-0.7	-0.5
18	O=C(Cn1c(=O)[nH]c2ccccc2c1=O)Nc1ccc2c(c1)OCO2	0.5	-9	-0.5	1.9	-1.1	-2.2
19	Cc1nc2sc3c(NCc4ccco4)ncnc3c2c2c1COC(C)(C)C2	-0.6	-1	0.3	-2.0	-1.6	-1.2
20	Cc1cc(C)c2c(CN3CCN(CCO)CC3)cc(=O)oc2c1	-0.1	-1	-0.8	0.8	-1.3	-0.3
21	CC(=O)c1ccc(OCC(O)CN2CCCC(C)C2)cc1 (stereo unspecified)	-0.6	0	0.7	0.1	-1.0	-0.2
22	COc1ccc(/C(N)=N/OC(=O)CCCN2C(=O)c3ccccc3C2=O)cc1OC	-0.2	0	-0.2	2.8	-0.8	0.2
23	C=CCC(Nc1ccccc1)C12C=CC(O1)C(C(=O)OC)=C2C(=O)OC (stereo unspecified)	0.1	-3	-1.3	3.0	-1.1	-0.8
24	CCOC(=O)Cc1c(C)nc2c(-c3ccccc3)c(C)[nH]n2c1=O	-0.3	-31	2.9	0.6	-1.3	-1.2
25	Cc1cccc(C(=O)Nc2cccc(-c3ccc4nncn4n3)c2)c1	-1.0	-9	-0.3	-0.7	-1.7	0.5
26	O=C(O)C1C2CCCCC2=C2CCCCC2C1C(=O)Nc1nccs1 (stereo unspecified)	-0.8	-12	0.4	2.2	-0.2	1.1
27	O=C(NCc1cccs1)C1CCC(CNS(=O)(=O)c2cccc3nsnc23)CC1 (stereo unspecified)	0.8	6	0.2	-2.2	-0.9	-1.3
28	O=C(COC(=O)c1ccccc1O)NCc1ccccc1Cl	-0.4	-7	-0.7	1.1	-1.7	-0.5
29	O=S(=O)(NCCS(=O)(=O)N1CCN(c2ccc(F)cc2)CC1)c1ccccc1	-0.1	0	-0.5	-0.9	-1.5	-0.3
30	O=C(CN1CCC(C(=O)c2ccc(F)cc2)CC1)Nc1ccccc1Cl	-0.1	-2	-1.0	1.7	-1.3	-2.5

entry	SMARCA2 act	hcDAF12 agonist	sPLA2-III inh	hgDAF-12 ag	NR1D1 modulator
16	-2	-1.9	-19	5.4	-3
17	-2	0.7	3	-0.6	1
18	1	-0.6	5	0.9	0
19	2	-3.3	-3	0.1	1
20	1	-2.4	2	2.2	-3
21	0	0.2	0	-1.6	-2
22	1	-2.0	5	-0.4	-5
23	1	-0.8	4	-0.4	-3
24	1	0.1	2	-1.5	4
25	0	-3.6	6	4.4	2
26	-3	2.0	5	3.2	-5
27	-2	-1.3	0	-0.2	-6
28	-3	-1.1	1	1.5	-5
29	-6	-2.4	-6	-6.0	0
30	0	-1.4	3	-0.4	1

Later entries.
entry	SMILES	DAX1 inh-1	PLC-beta3 inh	DAX1 inh-2	FXN GAA850 act	ssDAF12 agonist	PG9 Ab binder
31	O=C(NCCc1ccccc1)c1[nH]c(C(F)(F)F)nc1-c1ccccc1	-1.1	-1	x	x	1.2*	-3.2
32	Cc1ccc2c(c1)OC(=O)CC2c1ccccc1 (stereo unspecified)	0.2	5	0.7	-1.3	-1.2	-0.4
33	Cc1noc(NS(=O)(=O)c2ccc(NC(=O)c3cc4ccccc4o3)cc2)c1C	0.3	-4	-0.8	-0.9	-1.4	0.5
34	CC(OC(=O)c1ccc(Cl)cc1O)C(=O)NCCC1=CCCCC1 (stereo unspecified)	-0.3	-10	0.6	0.7	-1.0	0.6
35	CSCC(=O)N1CCCC(C(=O)c2cc(F)ccc2F)C1 (stereo unspecified)	0.5	1	3.2	0.8	0.4	-1.1
36	Cc1cc(C(=O)NC2CCCc3c2cnn3-c2cccc(C)c2C)no1 (stereo unspecified)	-7.4	-6	-2.1	-5.8	-1.6	-0.2
37	O=C(CSc1nc2ncccc2[nH]1)NC1CCCC1	-0.1&-0.5	4&-2	-0.4	1.8	-0.8&-1.2	-0.8
38	CCOc1ccc(C(=O)NCc2cccs2)cc1	1.2	2	1.4	4.6	-0.1	-0.4
39	Cc1ccc(S(=O)(=O)N2CCCC2)cc1C(=O)NCc1ccccn1	0.2	-7	0.4	2.8	-0.7	-0.2
40	CNC(=O)C(=O)NCC(c1cccs1)S(=O)(=O)c1ccc(C)cc1 (stereo unspecified)	1.7	-6	0.1	-0.5	-1.4	-0.2
41	S=C(NCc1cccs1)Nc1ccc(Cl)cc1	-1.7	-3	1.1	3.5	-0.9	-0.5
42	CCCNC(=O)N1CCN(C(c2ccccc2)c2ccccc2)CC1	1.6	-6	0.7	-0.9	-0.9	-0.5
43	CCOC(=O)C1(Cc2ccccc2)CCCN(Cc2ccccn2)C1 (stereo unspecified)	0.4	-3	0.0	1.6	-1.8	0.5
44	CCOC(=O)c1c(-c2ccccc2)oc2cc(Br)c(O)cc12	-0.3	-155	0.4	0.9	-1.4	-0.1
45	CC(=O)O/N=C/c1c(C)c(C=O)n2ccccc12	-0.8	-8	2.7	0.3	-1.6	-0.5
46	CC(C)CN1CCC(=O)N([C@H](CSc2ccc(Br)cc2)Cc2ccccc2)CC1	0.0	3	-1.3	0.9	-1.1	-0.8

entry	SMARCA2 act	hcDAF12 agonist	sPLA2-III inh	hgDAF-12 ag	NR1D1 modulator
31	-3	-1.6	-1	-0.3	-1
32	-2	-1.3	-3	-0.6	6
33	-1	1.2	-11	1.4	0
34	-4	-0.6	5	1.9	-7
35	1	-1.7	-2	3.6	2
36	-4	-2.5	3	-5.9	-1
37	1&-5	-0.1&1.8	3&4	-2.2&1.2	-3&10
38	7.9*	0.8	2	6.6	-3
39	7	-0.7	3	-0.5	0
40	-1	0.2	7	-1.5	4
41	-4	-1.5	-2	0.2	-3
42	-1	-3.4	0	0.8	-3
43	2	-0.2	6	-1.6	-2
44	-1	-1.2	-42	1.1	-4
45	0	-0.9	10	3.3	0
46	2	1.2	-2	-0.6	5

Four compounds already listed, arranged by SMILES length, lowest first:
entry	SMILES	DAX1 inh-1	PLC-beta3 inh	DAX1 inh-2	FXN GAA850 act	ssDAF12 agonist	PG9 Ab binder
14	Nc1nnc(SCc2coc(-c3ccc(Cl)cc3)n2)s1	2.2	-4	-0.3	7.1	-1.2	-0.3
35	CSCC(=O)N1CCCC(C(=O)c2cc(F)ccc2F)C1 (stereo unspecified)	0.5	1	3.2	0.8	0.4	-1.1
19	Cc1nc2sc3c(NCc4ccco4)ncnc3c2c2c1COC(C)(C)C2	-0.6	-1	0.3	-2.0	-1.6	-1.2
16	O=C(Nc1ccc(F)c(Cl)c1)c1cc(C2CCCN(C(=O)CCc3ccccc3)C2)on1 (stereo unspecified)	1.6	-3	x	1.5	-1.3	-1.2

entry	SMARCA2 act	hcDAF12 agonist	sPLA2-III inh	hgDAF-12 ag	NR1D1 modulator
14	3	-1.0	-2	1.8	1
35	1	-1.7	-2	3.6	2
19	2	-3.3	-3	0.1	1
16	-2	-1.9	-19	5.4	-3
